XIAP antagonists = small molecules displacing peptide from XIAP – biochemical, IAP family, fluorescence polarization (AID 1018); XIAP BIR domain, fluorescence polarization peptide displacement; higher % means a stronger effect; displacement, % at 20 µM; hits with a dose series show IC50 in µM; hit rate 0.007% among 200,000; in the data active = displacement above about 50%; note: a part of the inactive calls stands beside numbers as strong as those of hits
West Nile virus CPE = West Nile virus antiviral activity, cell-based, CPE readout (AID 1621) | West Nile virus-infected cells, CPE inhibition; higher % means a stronger effect | one-dose CPE inhibition, % at 10 µM; IC50 in µM for titrated hits | hit rate 0.02% among 290,000; in the data active = a potency from the dose series; inconclusive = CPE inhibition mostly from about 3.7% at the one dose, without a potency; inactive = the rest, 99 in 100 with CPE inhibition below about 2.2%; note: strong numbers were not always called active
P. falciparum M1AAP = malaria alanyl aminopeptidase activity blockers – biochemical, fluorogenic H-Leu-NHMec substrate, 1536-well (AID 1445); hit rate 0.42% among 220,000; inhibition, % at 30 µM, or IC50 in µM where a hit was titrated; recombinant M1AAP, H-Leu-NHMec fluorogenic kinetic assay; higher % means a stronger effect;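 active = primary inhibition above the hit cutoff, then over 50% inhibition at one or more dose response concentrations, cut at about 23% in these data, passing the limit was not always enough; inconclusive = conflicting primary data, or primary hits not chosen for dose response; inactive = low primary inhibition, or under 50% at every dose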;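 note: plate controls were DMSO full reaction for no effect and no enzyme background for full effect; strong numbers were not always called active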
PMI inhibition = MPI inhibition at elevated mannose 6-phosphate – biochemical, fluorescence intensity, high mannose 6-phosphate, primary screen (AID 1220) | recombinant PMI enzyme, coupled fluorescence intensity; higher % means a stronger effect | one-dose inhibition, % at 20 µM; IC50 in µM for titrated hits | hit rate 0.66% among 190,000; in the data active = inhibition above about 50%
Yfh1-off respiration = enhancers of respiration in Yfh1-depleted yeast, dose response, Friedreich's ataxia, plus single-dose screen (AID 1465); hit rate 0.074% among 220,000; fold induction at 50 µM; hits with a dose series show EC50 in µM; S. cerevisiae Yfh1-off respiration, WST-1 reduction, 72 h; higher fold induction means a stronger effect;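 active = fold induction of absorbance versus untreated yeast above a set limit, then at least 30% activation at any dose in follow-up; inconclusive = repeats straddling the limit, or above it without dose testing; inactive = fold induction below the set limit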;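 note: activators that raise dye reduction in frataxin-depleted yeast; strong numbers were not always called active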
PhoP inhibition = PhoP-dependent GFP reporter repression – Salmonella Typhimurium, primary screen (AID 1863) | S. Typhimurium PhoP-regulated promoter GFP reporter, 4 h; higher % means a stronger effect | inhibition, % at 50 µM; hits with a dose series show IC50 in µM | hit rate 0.16% among 300,000;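 active = inhibition over 29.93%, a cutoff 3 SD above the screen mean, later confirmed by dose response; inconclusive = inhibition over 29.93% but no dose response follow-up; inactive = inhibition at most 29.93% or unconfirmed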;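 note: 0% = low Mg2+ inducing control and 100% = high Mg2+ repressing control; strong numbers were not always called active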
P. falciparum M17LAP = P. falciparum M17LAP inhibitors, primary screen, biochemical, fluorogenic H-Leu-NHMec substrate, 1536-well (AID 1619). recombinant M17LAP, H-Leu-NHMec fluorogenic kinetic assay; higher % means a stronger effect. inhibition, % at 30 µM; hits with a dose series show IC50 in µM. hit rate 0.38% among 220,000;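 active = compound inhibiting the enzyme by more than half at any dose during confirmatory dose-response retesting; inconclusive = strong single-dose inhibitors picked by rank but not retested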;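 note: plate controls were full reaction with DMSO carrier for no effect and no enzyme background for full effect; strong numbers were not always called active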
ER stress rescue = protection against thapsigargin-triggered cell killing – 384-well, CSM14.1, ATP luminescence, primary screen (AID 1222); CSM14.1 thapsigargin-induced death rescue, ATP luminescence; higher % means a stronger effect; 190,000 tested, under 10 active; cellular ATP content (survival), % at 20 µM; hits with a dose series show EC50 in µM;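 active = EC50 below 50 µM in the dose-response confirmation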;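 note: death triggered by thapsigargin at about 15 µM added after 2 h compound pretreatment; cell ATP read after overnight thapsigargin exposure of roughly 18 to 22 hours; normalized against plate controls of thapsigargin alone and 5% DMSO vehicle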
SIAH1 antagonists = blockers of Siah-1 interaction with plectin peptide – biochemical, fluorescence polarization, rhodamine-plectin, uHTS, primary screen (AID 1817); hit rate 0.02% among 290,000; Siah-1 / rhodamine-plectin peptide fluorescence polarization; higher % means a stronger effect; one-dose displacement, % at 20 µM; IC50 in µM for titrated hits;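 active = displacement of at least 50% at 20 µM, with a fluorescence ratio check between 0.3 and a set limit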;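 note: plate controls were Siah plus tracer with DMSO for no effect and tracer alone without Siah for full effect; strong numbers were not always called active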
* = called active by the depositor; i = inactive; u = inconclusive; x = not tested or not shown.

Screens by letter – A = XIAP antagonists; B = West Nile virus CPE; C = P. falciparum M1AAP; D = PMI inhibition; E = Yfh1-off respiration; F = PhoP inhibition; G = P. falciparum M17LAP; H = ER stress rescue; I = SIAH1 antagonists
O=[N+]([O-])c1cc(Br)cc(C=Nc2ccc3c(c2)OCO3)c1O
  A = x | B = 0.7% | C = 20% | D = x | E = i | F = 4% | G = 23% | H = x | I = 18%

O=C(CN(CC1CCCO1)C(=O)CCC(=O)Nc1nccs1)NCc1ccc2c(c1)OCO2 (stereo unspecified)
  A = -5.9% | B = 0.1% | C = 0% | D = 8% | E = i | F = 0% | G = 8% | H = 1.2% | I = 3%

CCOC(=O)c1c(N)sc(C(=O)N(C)C)c1C
  A = -0.9% | B = 0.2% | C = 2% | D = 0% | E = i | F = -1% | G = -3% | H = -0.5% | I = 3%

COc1cccc(C(=O)Nc2ccccc2)c1
  A = -7.5% | B = -0.1% | C = 0% | D = -3% | E = i | F = 9% | G = 2% | H = -0.6% | I = 0%

COc1cc(CNCCNC(=O)c2nonc2N)ccc1OCc1ccc(Cl)cc1
  A = 0.8% | B = -1.8% | C = 7% | D = 6% | E = i | F = 13% | G = -7% | H = -1.9% | I = -5%

COc1ccc(OC)c(NC(=O)c2cccc(C)c2[N+](=O)[O-])c1
  A = -1.9% | B = -0.5% | C = -1% | D = x | E = i | F = 8% | G = 26% | H = -1.2% | I = -3%

CCN(C(=O)Cn1c(=O)n(-c2cc(OC)c(OC)c(OC)c2)c(=O)c2ccccc21)c1cccc(C)c1
  A = 1.4% | B = -0.1% | C = 0% | D = -10% | E = i | F = -3% | G = -1% | H = -0.8% | I = 5%

Cc1cc(=O)[nH]c(N2CCc3ccccc3C2)n1
  A = -4.5% | B = -0.2% | C = 6% | D = 10% | E = i | F = 1% | G = 0% | H = -1.5% | I = 1%

Nc1ncnc2nc(SCC(=O)N3CCN(c4ccccc4)CC3)[nH]c12
  A = -7.2% | B = -0.1% | C = 2% | D = -9% | E = i | F = 3% | G = -6% | H = 0.3% | I = -6%

CC(C)=CCCC1=CCC(/C=N/NC(N)=O)C(C)C1 (stereo unspecified)
  A = -6.9% | B = -0.7% | C = 2% | D = -36% | E = i | F = 5% | G = 0% | H = -2.6% | I = -3%

CN1CCN(c2nc(-c3cccnc3)nc3scc(-c4ccccc4)c23)CC1
  A = 0.6% | B = -0.2% | C = 12% | D = -1% | E = i | F = 2% | G = 15% | H = 0.5% | I = 1%

CCCS(=O)(=O)N1CCCC(C(=O)N2CCC(Cc3ccccc3)CC2)C1 (stereo unspecified)
  A = -1.8% | B = -0.5% | C = 0% | D = 16% | E = i | F = -8% | G = -7% | H = x | I = -2%

C[C@@H](C(=O)O)[C@@H]1C[C@@]1(C)[C@@H](NC(=O)OCc1ccccc1)c1ccccc1
  A = -13% | B = 0.5% | C = 3% | D = 16% | E = i | F = -5% | G = 7% | H = -5.8% | I = 0%

COc1ccc(C2CC(=O)C=C(NCc3ccccc3)C2)cc1 (stereo unspecified)
  A = x | B = -0.8% | C = 2% | D = x | E = i | F = -7% | G = 2% | H = x | I = 2%

Cc1ccc(S(=O)(=O)NC(=NC(C)C)c2ccccc2)cc1
  A = -8.2% | B = 0.1% | C = 0% | D = -1% | E = i | F = -5% | G = -4% | H = 0.9% | I = 0%

CSc1nc(Cl)c(Cc2ccc(OC(C)C)cc2)c(N2CCOCC2)n1
  A = -4.2% | B = -0.6% | C = 2% | D = 7% | E = i | F = 7% | G = -10% | H = -2.1% | I = 2%

CN(Cc1cnccn1)Cc1nc(Cc2ccccc2F)no1
  A = -11% | B = 0.5% | C = -3% | D = 13% | E = i | F = -13% | G = 3% | H = -1.6% | I = -2%

N#C/C(=C(/O)CN1C(=O)c2ccccc2C1=O)c1nc2ccccc2[nH]1
  A = -17% | B = u | C = -1% | D = 11% | E = i | F = -1% | G = 10% | H = 1.1% | I = -3%

O=C(O)Cn1c(COc2ccc(Cl)cc2)nc2ccccc21
  A = x | B = 0.2% | C = 4% | D = x | E = i | F = -9% | G = 3% | H = x | I = -1%

S=c1[nH]nc(-c2ccc(Cl)cc2)n1/N=C/C=C/c1ccco1
  A = x | B = 0.3% | C = 6% | D = x | E = i | F = -2% | G = 6% | H = x | I = -2%

COc1ccc(C2=NN(C(=O)c3cccnc3)C(c3ccccc3)C2)cc1 (stereo unspecified)
  A = -4.0% | B = -0.3% | C = 4% | D = 10% | E = i | F = 1% | G = 7% | H = -0.6% | I = -1%

O=C(Nc1ccc2c(c1)CCC2)c1ccc(F)c(S(=O)(=O)N2CCOCC2)c1
  A = -4.1% | B = -0.9% | C = -1% | D = 6% | E = i | F = -11% | G = -13% | H = -2.3% | I = 6%

CN(C)S(=O)(=O)c1ccc(C(=O)Nc2nnc(Cc3ccccc3)s2)cc1
  A = -2.5% | B = 0.6% | C = 8% | D = 1% | E = i | F = -11% | G = -9% | H = -3.3% | I = 2%

O=C(O)C1CCCCC1C(=O)Nc1cc(Cl)ccc1Cl (stereo unspecified)
  A = -4.6% | B = 0.5% | C = 6% | D = 8% | E = i | F = -20% | G = 25µM* | H = -1.1% | I = 0%

CCOc1ccc(NC(=O)c2ccc(CNc3c(NC4CCCCC4)c(=O)c3=O)cc2)cc1
  A = -2.5% | B = x | C = 4% | D = -7% | E = x | F = -2% | G = 1% | H = 0.3% | I = 0%

O=C(CN1CCOc2ccccc21)NCc1cccs1
  A = -6.6% | B = -0.8% | C = 4% | D = 6% | E = i | F = -11% | G = 7% | H = -1.7% | I = 4%

O=C(O)C1CC=CCC1C(=O)Nc1cccc([N+](=O)[O-])c1 (stereo unspecified)
  A = -3.4% | B = 0.9% | C = 13% | D = 6% | E = i | F = -2% | G = 14% | H = 0.3% | I = -3%

CO/N=C/C(C(C)=O)C(=O)Nc1ccc(Cl)cc1Cl (stereo unspecified)
  A = -22% | B = -0.5% | C = -4% | D = -24% | E = i | F = 5% | G = 0% | H = -1.2% | I = -3%

CC1=CC(=C(C#N)C#N)C=C(C)N1CCC(C)C
  A = -2.7% | B = -1.2% | C = 7% | D = 3% | E = i | F = -1% | G = 6% | H = 5.5% | I = 7%

COc1cccc(NC(=O)c2ccc(NC(=O)C(C)(C)C)cc2)c1
  A = -7.7% | B = -0.6% | C = 12% | D = -1% | E = i | F = -16% | G = 10% | H = -5.0% | I = 1%

Cn1c(=O)c2c(ncn2CC(=O)N2CCN(C(=O)c3ccco3)CC2)n(C)c1=O
  A = -6.1% | B = -0.2% | C = 0% | D = 8% | E = i | F = -8% | G = 2% | H = 0.3% | I = 0%

CCN(CC)C(=O)C1=C(C)Nc2ncnn2C1c1cccnc1 (stereo unspecified)
  A = -5.3% | B = 0.7% | C = x | D = -7% | E = i | F = x | G = x | H = -1.0% | I = -2%

CC(=O)N(C1=C(O)c2ccccc2C(=O)C1=O)C1CCCCC1
  A = -5.3% | B = 1.0% | C = 4% | D = -9% | E = i | F = -7% | G = 12% | H = -1.3% | I = -1%

COc1ccccc1OC(=O)c1ccc(S(=O)(=O)N(C)C)cc1
  A = -4.1% | B = 0.0% | C = 4% | D = -1% | E = i | F = 0% | G = -3% | H = 0.2% | I = 6%

COc1ccccc1N(CC(=O)NCc1ccccc1)S(C)(=O)=O
  A = 0.7% | B = -0.2% | C = 4% | D = 8% | E = i | F = -7% | G = 6% | H = x | I = 1%

CC(=O)NC(=S)Nc1ccc(S(=O)(=O)Nc2ncccn2)cc1
  A = x | B = 0.3% | C = 2% | D = x | E = i | F = 3% | G = -2% | H = x | I = -4%

CSc1nnc(C)c(=O)n1COC(=O)/C=C/c1ccccc1
  A = -3.1% | B = 0.5% | C = 4% | D = 0% | E = i | F = 8% | G = 22% | H = 0.4% | I = 16%

O=C(COC(=O)Cn1cnc2ccccc2c1=O)NCC12CC3CC(CC(C3)C1)C2
  A = -4.5% | B = 0.1% | C = 2% | D = 5% | E = i | F = 3% | G = 6% | H = -1.2% | I = 2%

CCc1ccc2[nH]c(=O)c(CN(CCN3CCCC3)C(=O)NC3CCCCC3)cc2c1
  A = -4.0% | B = -0.4% | C = 9% | D = -7% | E = i | F = 6% | G = -10% | H = -3.4% | I = -1%

CN(C)c1ccc(/C=N/NC(=O)c2ccccc2)cc1
  A = -4.7% | B = -0.3% | C = 11% | D = 2% | E = i | F = -14% | G = 15% | H = -3.9% | I = 11%

COC(=O)Cc1c(O)ccn(CCc2ccc(OC)c(OC)c2)c1=O
  A = -10% | B = 1.2% | C = -1% | D = -7% | E = i | F = -4% | G = -5% | H = -1.7% | I = -2%

CCCC(=O)c1ccc(N2CCN(S(=O)(=O)c3ccc(C)cc3)CC2)c(F)c1
  A = -0.2% | B = -0.6% | C = 0% | D = 14% | E = i | F = 4% | G = 1% | H = -0.3% | I = 0%

Cc1onc(-c2ccccc2)c1C(=O)N1CCN(CCc2ccccc2)CC1
  A = -3.2% | B = 0.0% | C = -3% | D = -2% | E = i | F = 10% | G = 7% | H = -1.4% | I = -4%

COC(=O)c1sc(NC(C)=O)c(C(=O)OC)c1C
  A = -18% | B = 0.3% | C = 1% | D = 13% | E = i | F = -7% | G = 2% | H = -1.5% | I = -2%

N#Cc1c(N2CCN(c3ccc(F)cc3)CC2)nc(N)c2c(N)nc3c(c12)CC(=O)N3C1CC1
  A = 1.6% | B = -0.4% | C = 2% | D = x | E = i | F = 4% | G = 3% | H = -1.3% | I = -10%

COc1ccc(CCNC(=O)c2nonc2N)cc1OC
  A = -3.6% | B = -0.6% | C = 4% | D = -4% | E = i | F = -8% | G = 11% | H = -2.0% | I = 1%

4 structures already listed, arranged by SMILES length, ascending:
Screens by letter – A = XIAP antagonists; B = West Nile virus CPE; C = P. falciparum M1AAP; D = PMI inhibition; E = Yfh1-off respiration; F = PhoP inhibition; G = P. falciparum M17LAP; H = ER stress rescue; I = SIAH1 antagonists
COc1ccccc1OC(=O)c1ccc(S(=O)(=O)N(C)C)cc1
  A = -4.1% | B = 0.0% | C = 4% | D = -1% | E = i | F = 0% | G = -3% | H = 0.2% | I = 6%

COC(=O)Cc1c(O)ccn(CCc2ccc(OC)c(OC)c2)c1=O
  A = -10% | B = 1.2% | C = -1% | D = -7% | E = i | F = -4% | G = -5% | H = -1.7% | I = -2%

O=C(COC(=O)Cn1cnc2ccccc2c1=O)NCC12CC3CC(CC(C3)C1)C2
  A = -4.5% | B = 0.1% | C = 2% | D = 5% | E = i | F = 3% | G = 6% | H = -1.2% | I = 2%

N#Cc1c(N2CCN(c3ccc(F)cc3)CC2)nc(N)c2c(N)nc3c(c12)CC(=O)N3C1CC1
  A = 1.6% | B = -0.4% | C = 2% | D = x | E = i | F = 4% | G = 3% | H = -1.3% | I = -10%

From PubChem

Rows are unselected; any-hit rate near 1.6%.
